# Giardia FBPA inh – inhibitors of Giardia lamblia fructose-1,6-bisphosphate aldolase | purified Giardia FBPA | 0.71% of 290,000 active | Potency, µM (titrated, usually from 59.6 µM), for inactives: at the highest dose activity, negative = inhibition, hits mostly inhibitors | A8B2U2; note: potency is the fitted concentration of half-maximal effect; % is set by controls: 0 for no effect and ±100 for the full control effect; nearly all actives have a fitted effect of over 55% in size
# Target sequence (A8B2U2 whole entry, looked up): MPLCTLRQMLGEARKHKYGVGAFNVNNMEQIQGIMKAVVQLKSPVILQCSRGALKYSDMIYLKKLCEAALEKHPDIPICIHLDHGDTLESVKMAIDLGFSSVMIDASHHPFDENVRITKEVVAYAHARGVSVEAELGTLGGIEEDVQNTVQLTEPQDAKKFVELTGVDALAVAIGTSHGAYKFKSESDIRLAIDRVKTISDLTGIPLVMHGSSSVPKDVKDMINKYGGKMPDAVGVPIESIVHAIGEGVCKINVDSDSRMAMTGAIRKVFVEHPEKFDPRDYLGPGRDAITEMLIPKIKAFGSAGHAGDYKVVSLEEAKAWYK
#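 Giardia FBPA (40 nM reagent) was preincubated 10 min at RT with compound (up to 57.5 uM final), then substrate plus GAPDH/TPI/NAD/arsenate coupling system with diaphorase/resazurin was added; resorufin fluorescence (525/598 nm) was read after 20 min.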
# CHX counter – affects cycloheximide protein synthesis inhibition readout, counter-screen; cell reporter, cycloheximide protein synthesis inhibition counterscreen; 12% of 300,000 active; max response, %; AID 2314; in the data active = max response mostly above about 13%, no sharp cut-off; inactive = mostly below about 14%; note: read at 38.3 µM for the half of the compounds with a filed dose; 0% is about no effect
# Shiga toxin inh – Shiga toxin inhibition. Vero cells, Shiga toxin protein synthesis inhibition reporter. inhibition, % at 38.7 µM. 9.2% of 290,000 active. AID 2315; in the data active = inhibition mostly above about 28%, no sharp cut-off; inactive = mostly below about 43%; note: 0% is about no effect
# AMA1-RON2 inh – disrupts binding of P. falciparum AMA1 to RON2 | AlphaScreen AMA1-biotinylated RON2 peptide binding | Potency, µM (highest dose often 58.2 µM), for inactives: at the top dose activity change, negative = inhibition, actives largely listed as inhibitors | 0.2% of 360,000 active | AID 720542;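 note: potency is the fitted concentration of half-maximal effect; 0% = vehicle wells and -100% = peptide control; nearly all actives have a fitted effect of over 45% in size; some results filed as inactive show a strong effect at the top dose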
#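 AMA1 (3D7) with his tag at 25 nM final met compounds first, then biotinylated RON2 peptide at 25 nM; detection used donor plus acceptor beads, 10 µg/mL apiece, read by AlphaScreen after 30 min at room temperature.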
# AmpC no deterg – blocks E. coli AmpC beta-lactamase in detergent-free assay; AmpC nitrocefin hydrolysis, absorbance 480 nm, 0.0001% Triton; Potency, µM (doses to about 57.1 µM), for the others: at the top dose activity change, negative = inhibition, hits mostly inhibitors; 0.52% of 330,000 active;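 note: potency is the fitted concentration of half-maximal effect; plate controls were no compound for no effect and no enzyme for full effect; nearly all actives have a fitted effect of over 20% in size; some results filed as inactive show a strong effect at the top dose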
# Target sequence (P00811 whole entry, looked up): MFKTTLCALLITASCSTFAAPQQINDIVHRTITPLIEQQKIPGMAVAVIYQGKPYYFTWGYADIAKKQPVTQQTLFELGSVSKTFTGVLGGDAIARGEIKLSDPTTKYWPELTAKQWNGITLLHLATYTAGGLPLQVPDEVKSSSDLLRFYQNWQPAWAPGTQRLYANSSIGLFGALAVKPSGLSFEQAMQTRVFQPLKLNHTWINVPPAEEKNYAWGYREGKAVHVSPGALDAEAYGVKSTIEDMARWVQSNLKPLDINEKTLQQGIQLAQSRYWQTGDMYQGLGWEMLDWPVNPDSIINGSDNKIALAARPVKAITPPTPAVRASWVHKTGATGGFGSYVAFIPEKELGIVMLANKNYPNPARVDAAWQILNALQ
#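 AmpC (5.3 nM in the dispensed reagent) in 20 mM phosphate pH 7.0 with 0.01% (detergent screen) or 0.0001% Triton X-100 was preincubated with compounds for 15 min at room temperature. Nitrocefin was then added from an 800 uM solution, and hydrolysis was followed at 480 nm.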
# HCMV inh – inhibitors of human cytomegalovirus | 4.5% of 410,000 active | HFF cells, HCMV-luciferase reporter, 72 h; hits give low values | activity change, negative = inhibition, % at 57.5 µM; in the data active = activity change below about -60%; inconclusive = no clear call, values can overlap the other calls; inactive = above about -39%; note: % is set by controls: 0 for no effect and ±100 for the full control effect
#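 Luciferase read-out from HCMV-luciferase-infected HFFs (MOI 1 PFU/cell) 72 h post infection at 37C; compounds added after 16 h cell attachment; activity normalized between buffer-only basal and Salinomycin (10uM) inhibitor controls.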
# AmpC detergent – AmpC beta-lactamase inhibition with detergent present. P00811. AmpC hydrolysis of nitrocefin, absorbance 480 nm, 0.01% Triton. Potency, µM (doses to about 114 µM), inactives show at the highest dose activity change, negative = inhibition, most hits filed as inhibitors. 0.041% of 370,000 active. AID 485294;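 note: potency is the fitted concentration of half-maximal effect; 0% = no-compound wells and -100% = no-enzyme wells; nearly all actives have a fitted effect of over 25% in size; some results filed as inactive show a strong effect at the top dose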
#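 AmpC (5.3 nM in the dispensed reagent) in 20 mM phosphate pH 7.0 with 0.01% (detergent screen) or 0.0001% Triton X-100 was preincubated with compounds for 15 min at room temperature. Nitrocefin was then added from an 800 uM solution, and hydrolysis was followed at 480 nm.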
# Active calls of the source: *; ? = inconclusive; / = not tested or not shown; [ ] = remark or other dose. Unless noted, calls come from the whole dose curve; as a rule, active = well fitted curve in the direction sought with a large enough effect; inconclusive = small, poorly fitted or top-dose-only effect, or another doubt; inactive = no such curve, though single readings can be large; an effect the other way counts as inactive or inconclusive. Random draw from the library; overall some 16% were active at least once.
mol	Giardia FBPA inh	CHX counter	Shiga toxin inh	AMA1-RON2 inh	AmpC no deterg	HCMV inh	AmpC detergent
CCCn1c(SCC(=O)c2cc(OC)ccc2OC)nnc1C(C)C	-23%	-1	11	10%	48%	17	?
CN(C)S(=O)(=O)c1ccc(Cl)c(C(=O)NCc2ccco2)c1	2%	15	25	-17%	-15%	-11	1%
CCOc1ccc(-c2cc(C(=O)O)c3ccccc3n2)cc1	0%	-2	-13	-2%	-18%	69	1%
CCCn1nnnc1NCc1cccc(OC)c1OC	2%	-3	-8	-16%	-11%	-24	4%
CC1CCCN(S(=O)(=O)c2ccc(NC(=O)[C@@H]3CCCN3C(=O)c3cccs3)cc2)C1 (stereo partly specified)	/	/	/	6%	-16%	-8	3%
COC(=O)c1ccccc1S(=O)(=O)N1CCC(C(=O)NC2CCCCC2)CC1	/	/	/	3%	8%	-27	4%
Nc1ccc(S(N)(=O)=O)cc1	1%	/	/	14%	/	-9	/
CC(C)N1CCC(=NNc2ccc(S(=O)(=O)N3CCOCC3)cc2[N+](=O)[O-])CC1	1%	2	10	-11%	4%	?	?
Cc1[nH][nH]c(=O)c1C(c1ccc2c(c1)OCO2)c1c(C)[nH][nH]c1=O	-7%	0	-5	20%	-13%	5	-3%
CCOC(=O)c1ccc(-c2ccc(/C=N/NC(=O)CN(c3cccc(C)c3)S(C)(=O)=O)o2)cc1	4%	2	-5	9%	-28%	33	?
CCN(CC)S(=O)(=O)c1ccc(C(=O)NCCc2ccccn2)cc1	0%	11	45*	6%	-19%	-25	-4%
CCN(CC)C(=O)CSc1nc2ccsc2c(=O)n1CCCC(=O)NCCc1ccc(S(N)(=O)=O)cc1	6%	-6	14	9%	11%	-9	6%
O=C(Cn1c(=O)oc2cc(S(=O)(=O)N3CCCC3)ccc21)N1CCCC1	4%	7	5	-1%	-10%	0	-2%
CC(C)(C)OC(=O)NNC1CC(=O)N(c2ccccc2F)C1=O (stereo unspecified)	7%	-3	-14	10%	-9%	-71*	4%
COCCNC(=O)Cn1c(=O)n(C)c2ccccc21	2%	-2	-16	-5%	-14%	8	2%

# (list continues)
mol	Giardia FBPA inh	CHX counter	Shiga toxin inh	AMA1-RON2 inh	AmpC no deterg	HCMV inh	AmpC detergent
CCCCCCCCOC(=O)c1nc(Cl)c(Cl)c(N)c1Cl	0%	-4	-9	33%[activator]	-18%	13	3%
CCCC1(C(=O)OC)NC(c2ccc(OC)c(OC)c2)C2C(=O)N(c3cccc(C(C)=O)c3)C(=O)C21 (stereo unspecified)	2%	1	-4	-2%	9%	13	-19%
O=C(NC(Cc1ccccc1)c1ccc2c(c1)OCCCO2)c1ccc(F)cc1 (stereo unspecified)	-6%	20	30	6%	-18%	6	-7%
COc1ccc(S(=O)(=O)N2CCN(CCOc3ccccc3Cl)CC2)cc1OC	/	/	/	8%	149%[activator]	-18	-3%
O=[N+]([O-])c1ccc(S(=O)(=O)N2CCN(c3ccnc4cc(Cl)ccc34)CC2)cc1	/	-1	-3	-12%	-13%	-24	-13%
O=C1CN(C(=O)COC(=O)c2ccc([N+](=O)[O-])o2)c2ccccc2N1	/	/	/	-3%	-11%	0	-2%
Clc1ccccc1C1=Nn2c(nnc2-c2ccncc2)SC1	0%	-5	-26	-11%	-23%	-76*	-1%
CCC(C)[C@H](NC(=O)OC(C)(C)C)C(=O)N/N=C/C1=Cc2ccccc2OC1 (stereo partly specified)	3%	15	8	87%[activator]	5%	?	0%
COc1ccc(S(=O)(=O)N2CCOC2CNC(=O)C(=O)NCCc2ccccc2OC)cc1 (stereo unspecified)	1%	-2	-5	-11%	16%	-29	?
CCO[C@H]1OC(C(=O)N2CCCCCCC2)=C[C@@H](c2coc3ccccc3c2=O)[C@@H]1CCCO	11%	-1	-10	1%	141%[activator]	37	5%
N/C(=N\OC(=O)Cc1ccccc1)c1ccc([N+](=O)[O-])cc1	0%	30*	42*	-19%	-17%	-4	-2%
COc1ccc(C(=O)NCC(=O)N2CCN(C(=O)c3ccco3)CC2)cc1	/	-3	-3	21%	-7%	-18	4%
CCC(C(=O)OCC(=O)Nc1cc(C)ccc1OC)c1ccccc1 (stereo unspecified)	-11%	26*	32	29%	-10%[11.4 µM]	-25	-11%
Cc1cc(Cl)cc(Cl)c1OCCOCCN(C)C	-17%	-1	-8	-24%	-3%	?	1%
O=C(Cc1n[nH]c(=O)c2ccccc12)Nc1cc(Cl)ccc1-n1cncn1	/	/	/	-9%	-1%	-9	?

# Following part
mol	Giardia FBPA inh	CHX counter	Shiga toxin inh	AMA1-RON2 inh	AmpC no deterg	HCMV inh	AmpC detergent
Cc1cccc(-c2sc(Nc3ccccc3)n[n+]2-c2ccc(F)cc2)c1	-21%	-1	-2	-3%	-17%	67	?
COc1ccc(CN2CCCC(N3CCc4ccccc4C3)C2)c(O)c1 (stereo unspecified)	-20%	-1	-7	31%[activator]	102%[activator]	4	?
S=c1nc(NCCc2ccccc2Cl)c2ccccc2[nH]1	17%	26*	31	81%[activator]	-11%	35	-7%
Nc1cc(N)nc(CS)n1	1%	0	-6	-7%	-12%	-20	-6%
O=C(CN1C(=O)c2ccc([N+](=O)[O-])cc2C1=O)Nc1ccccc1N1CCCC1	/	/	/	68%[activator]	-31%	-14	0%
COc1ccc(NC(=O)NCc2ccncc2)c(OC)c1	6%	2	16	-4%	-17%	23	-13%
Cc1cc(C)c(NC(=S)N(C)C)cc1C	-3%	-4	36	12%	-4%	49	-1%
COc1cccc(C(c2nnnn2Cc2ccccc2)N2CCN(C3CCCC3)CC2)c1OC (stereo unspecified)	9%	-3	-18	-1%	47%	-21	?
Cc1nnc(SCC(=O)Nc2cccc(S(=O)(=O)N3CCCCC3)c2)s1	/	/	/	-1%	-14%	0	0%
CCN(CC)S(=O)(=O)c1cccc(-c2cn3cc(C)ccc3n2)c1	?	66*	98*	-6%	46%	13	1%
CC1CCc2cc(F)cc3c(O)c(C(=O)NCCN(C)C)c(=O)n1c23 (stereo unspecified)	9%	-3	-3	-2%	20%	2	-12%
CCn1c(SC(C)C(=O)O)nc2sc3c(c2c1=O)CCC3 (stereo unspecified)	18%	6	-7	13%	-28%	-35	-10%
CCc1cc2cc(C)ccc2nc1SCC(=O)Nc1cc(C)on1	1%	12	-13	8%	-12%	14	?
CC(=O)N1c2ccccc2NC2=C(C(=O)CCC2)C1c1ccco1 (stereo unspecified)	-16%	-1	10	6%	13%	-32	-2%
CCN(CC(=O)Nc1cc(Cl)ccc1C)C(=O)CCOc1ccccc1C	/	-2	-6	7%	-12%	-14	?

# New compounds follow:
mol	Giardia FBPA inh	CHX counter	Shiga toxin inh	AMA1-RON2 inh	AmpC no deterg	HCMV inh	AmpC detergent
CC(=O)[C@H]1CCC2C3CC=C4C[C@@H](O)CC[C@]4(C)C3CC[C@@]21C (stereo partly specified)	/	/	/	-7%	-17%	-10	/
Cc1ccc(-n2nnnc2SCC(=O)Nc2nc(-c3ccc(F)cc3)cs2)cc1C	9%	5	-12	-2%	-32%	-26	-5%
CCn1c(SCC(=O)NCc2ccco2)nnc1C1CCCC1	6%	-1	7	7%	-5%	12	6%
CC(C)(C)c1ccc2c(c1)OC(C(=O)N/N=C\c1ccc[nH]1)CO2 (stereo unspecified)	/	9	-2	72%[activator]	-30%	-39	3%
CCCCNC(=O)[C@H]1C[C@H]1[C@@H](O)[C@H](CO)NC(=O)[C@H](COCc1ccccc1)NC(=O)OC(C)(C)C	7%	1	1	14%	156%[activator]	3	-17%
O=C(Nc1ccc(N2CCOCC2)cc1)C1CCCCC1	5%	22	85*	-24%	/	62	1%
N/C(=N\O)c1ccncc1	6%	-2	-7	-1%	-5%	46	5%
O=C(C1CCN(S(=O)(=O)N2CCC3(CC2)OCCO3)CC1)N1CCC(Cc2ccccc2)CC1	0%	-6	-15	-10%	148%[activator]	-23	2%
CN(C)CC1CSCCC1(O)c1ccccc1Cl (stereo unspecified)	-15%	-3	3	6%	-19%	15	1%
CCOc1cc(/C=C/c2ccc3cccc([N+](=O)[O-])c3n2)ccc1O	-5%	13*	19	?	-36%	-99*	-7%
COc1ccc(NC(=O)c2cccc(N3C(=O)NC4CC3(C)Oc3ccccc34)c2)cc1 (stereo unspecified)	5%	-4	-20	2%	24%	22	-4%
CCC(=O)OC1(C)C(=O)C=C2C=C(c3ccsc3)OC=C2C1=O (stereo unspecified)	?	-6	4	?	-36%	/	-8%
COc1cccc(N2CC(C(=O)Nc3nnc(SCCN4CCOCC4)s3)CC2=O)c1 (stereo unspecified)	?	-2	-5	2%	63%[activator]	/	7%
Cn1c(O)c(/C=N/N2CCOCC2)c(=O)n(-c2ccccc2)c1=S	-9%	0	-10	8%	-9%	40	4%
COC(=O)C/C=C/[C@@H](C)[C@@H](/C=N/O[C@H](C)c1cn([C@@H]2COC[C@H]2O)nn1)NS(=O)(=O)c1ccc(C)cc1	-3%	-2	-11	/	26%	/	-15%

# Taken from the entries so far for reference:
mol	Giardia FBPA inh	CHX counter	Shiga toxin inh	AMA1-RON2 inh	AmpC no deterg	HCMV inh	AmpC detergent
CCCn1c(SCC(=O)c2cc(OC)ccc2OC)nnc1C(C)C	-23%	-1	11	10%	48%	17	?
CN(C)S(=O)(=O)c1ccc(Cl)c(C(=O)NCc2ccco2)c1	2%	15	25	-17%	-15%	-11	1%
CCOc1ccc(-c2cc(C(=O)O)c3ccccc3n2)cc1	0%	-2	-13	-2%	-18%	69	1%

# More records follow:
mol	Giardia FBPA inh	CHX counter	Shiga toxin inh	AMA1-RON2 inh	AmpC no deterg	HCMV inh	AmpC detergent
CN(C(=O)COC(=O)CNC(=O)c1ccc(Cl)cc1Cl)c1ccccc1	9%	-1	29	-13%	0%	-12	0%
Cn1c(-c2sccc2OCc2ccccc2)n[nH]c1=S	1%	15	17	11%	-34%	4	2%
O=S1(=O)CCO[C@H]2Cc3ccccc3[C@H]2N1Cc1cccc(Cl)c1	-5%	-2	-12	24%	3%	?	-11%
Cc1cc(C(=O)Nc2ccc(F)cc2)c2ccccc2n1	13%	0	-5	9%	-5%	8	?
CCN(C[C@H]1N[C@@](C)(C(=O)OC)[C@H]2C(=O)N(C)C(=O)[C@@H]12)S(=O)(=O)c1ccc(C)cc1	/	/	/	-6%	-6%	-1	/
Cn1c(=O)n(C)c2cc(NC(=O)CCl)ccc21	4%	23*	12	-5%	-4%	-104*	?
O=C(OC1CCCCC1=O)c1ccc(S(=O)(=O)Nc2ccccc2)cc1 (stereo unspecified)	2%	-6	3	7%	-28%	-12	-10%
CCCn1c(SCC(=O)NCCc2ccc(OC)c(OC)c2)nc2c1c(=O)n(C)c(=O)n2C	1%	-2	-12	-3%	21%	-12	-14%
Cn1cc(SCC(N)=O)c2ccccc21	-3%	-2	-5	0%	-86%	26	?
